Compound activity as filed in PubChem.
GRP78 ERSR act: inducers of ER stress response in human glioma cells. Potency, µM, for inactives: top-dose activation, actives largely listed as activators. U87-MG GRP78 promoter luciferase reporter, 16 h. 420,000 tested, 0.02% active; further: potency means the concentration at half of the fitted maximal effect; series mostly up to about 76 µM; % of control where 0% means no effect; nearly all actives have a fitted effect of over 35% in size
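ERSR induction read as luciferase luminescence (Bright-Glo, 10 min at room temperature) in stably transfected human U87-MG glioma cells exposed to compounds for 16 h, using GRP78 as sensor.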
Vif-A3G inh: Vif-A3G binding inhibition; Q9HC16; HeLa A3G-eYFP + Vif (tagged APOBEC3G with the HIV-1 protein that degrades it), YFP fluorescence, overnight; Potency, µM (top dose mostly 46.1 µM), inactives show at the highest dose activity, negative = active, actives largely listed as inhibitors; 410,000 tested, 0.076% active; AID 602310;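 further: potency means the concentration at half of the fitted maximal effect; on the % scale 0 is the no-effect control and ±100 the full control effect; nearly all actives have a fitted effect of over 60% in size; hits raise eYFP signal because A3G escapes Vif-driven loss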
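HeLa cells stably expressing Vif and C-terminally eYFP-tagged A3G, seeded overnight at 37 deg C, then exposed to compound by pintool overnight at 37 deg C. Rise in yellow fluorescence (Ex 488/Em 500-530, Acumen) marks blocked Vif-driven A3G degradation.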
RXFP1 agonist: agonists of human relaxin receptor RXFP1 | Q9HBX9 | HEK293T-RXFP1 cAMP TR-FRET, 30 min; response scale: percent of porcine relaxin response, buffer zero | Potency, µM (highest dose often 57.5 µM), for the others: top-dose activation, actives largely listed as activators | 370,000 tested, 0.3% active; further: potency means the concentration at half of the fitted maximal effect; on the % scale 0 is the no-effect control and ±100 the full control effect; nearly all actives have a fitted effect of over 60% in size; many of its hits are not listed in these tables
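Agonist response is measured as cAMP accumulation in an RXFP1-transfected HEK293T line under PDE4 inhibition. Values are scaled between buffer-only and 29 nM porcine relaxin, and EC50s come from standard Hill equation fits.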
PI4K2A inh: blocks human PI4K2A kinase activity; Q9BTU6; purified PI4K2A, ADP-Glo luminescence, 1 h; active compounds read low; activity change, negative = inhibition, % at 76.9 µM; 420,000 tested, 0.13% active; in the data active means activity change below about -50%; inconclusive means mostly about -30% to -49%;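 further: -100% = wells without enzyme as full effect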
Target sequence (Q9BTU6 whole entry, looked up): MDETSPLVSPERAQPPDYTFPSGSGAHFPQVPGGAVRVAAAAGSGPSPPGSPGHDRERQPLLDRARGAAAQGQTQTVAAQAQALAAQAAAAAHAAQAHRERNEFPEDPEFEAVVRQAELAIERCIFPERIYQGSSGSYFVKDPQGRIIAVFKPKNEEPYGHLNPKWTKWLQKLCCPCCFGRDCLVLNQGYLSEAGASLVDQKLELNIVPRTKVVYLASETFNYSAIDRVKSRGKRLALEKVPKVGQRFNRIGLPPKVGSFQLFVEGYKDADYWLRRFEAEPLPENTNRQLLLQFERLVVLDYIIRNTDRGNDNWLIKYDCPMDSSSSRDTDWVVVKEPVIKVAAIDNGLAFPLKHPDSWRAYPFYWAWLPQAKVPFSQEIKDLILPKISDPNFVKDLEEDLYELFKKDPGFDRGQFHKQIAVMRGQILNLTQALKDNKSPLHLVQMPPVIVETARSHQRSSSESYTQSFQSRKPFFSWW
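PI4K2A activity was measured by ADP-Glo luminescence: enzyme (4 ug/mL stock) and phosphatidylinositol (1.2 mM stock) in Tris pH 7.5/MgCl2/EGTA/Triton X-100 buffer were reacted with ATP (300 microM stock) for one hour at ambient temperature.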
TrxR1 substrate: rat thioredoxin reductase 1 substrate activity | O89049 | purified TrxR1 substrate turnover, NADPH consumption readout | Potency, µM (doses to about 114 µM), for the others: top-dose activity change, negative = substrate turnover | 390,000 tested, 0.01% active; further: potency means the concentration at half of the fitted maximal effect; on the % scale 0 is the no-effect control and ±100 the full control effect; nearly all actives have a fitted effect of over 50% in size
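Rat TrxR1, dispensed at 90 nM, was prereduced with 400 uM NADPH (final) for 5 min at ~22 deg C, then incubated with compound 15 min before 400 uM selenite. A first-read NADPH fluorescence drop versus no-compound background flagged substrates.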
LDHA inh: LDHA (human) enzyme inhibition; purified LDHA, NADH/diaphorase-resazurin fluorescence; active compounds read low; activity change, % (values are at about 110 or 230 µM); 480,000 tested, 0.15% active; AID 1347041; in the data active means activity change below about -30%; inconclusive means mostly about -25% to -30%;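 further: plate controls were DMSO wells for no effect and wells without enzyme for full effect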
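Resorufin fluorescence (ex540/em590), read at 0 and 20 min after diaphorase/resazurin addition, reports the NADH left after a 5 min room-temperature reaction of 2 nM human LDH5 with 0.06 mM NADH and 0.2 mM pyruvate.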
Vif-A3F inh: inhibitors of Vif-A3F interaction. HeLa A3F-eYFP + Vif (tagged APOBEC3F with the HIV-1 protein that degrades it), YFP fluorescence increase. Potency, µM (highest dose often 46.1 µM), without a hit: top-dose activity, negative = active. 390,000 tested, 0.2% active; further: potency means the concentration at half of the fitted maximal effect; % of control where 0% means no effect; nearly all actives have a fitted effect of over 65% in size
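HeLa cells stably expressing A3F-eYFP plus Vif, plated and incubated overnight at 37 deg C, then exposed to compounds overnight at 37 deg C. Blocked degradation read as raised yellow fluorescence (Ex 488/Em 500-530).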
IDH1 R132H inh: human IDH1 R132H inhibition; O75874; IDH1-R132H enzyme, NADPH consumption, diaphorase/resazurin fluorescence; Potency, µM (highest dose often 76.6 µM), for inactives: at the top dose activity change, negative = inhibition, actives largely listed as inhibitors; 390,000 tested, 0.093% active; AID 602179; further: potency means the concentration at half of the fitted maximal effect; on the % scale 0 is the no-effect control and ±100 the full control effect; nearly all actives have a fitted effect of over 65% in size
Target sequence (O75874 whole entry R132H, stated change not applied): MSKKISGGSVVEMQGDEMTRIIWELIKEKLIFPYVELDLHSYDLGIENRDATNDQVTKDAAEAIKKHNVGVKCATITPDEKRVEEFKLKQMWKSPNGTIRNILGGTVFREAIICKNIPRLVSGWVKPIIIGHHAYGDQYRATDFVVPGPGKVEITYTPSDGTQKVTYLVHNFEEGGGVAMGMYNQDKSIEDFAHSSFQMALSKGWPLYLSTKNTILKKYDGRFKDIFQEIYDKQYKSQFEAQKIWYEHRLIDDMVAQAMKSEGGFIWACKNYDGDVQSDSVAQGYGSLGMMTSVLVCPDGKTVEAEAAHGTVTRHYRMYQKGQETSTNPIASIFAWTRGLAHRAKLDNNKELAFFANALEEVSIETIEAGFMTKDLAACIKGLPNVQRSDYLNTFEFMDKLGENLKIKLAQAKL
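IDH1-R132H (0.5 ug/mL) preincubated 30 min with compound, then NADPH (0.016 mM) and alpha-KG (2 mM) added; 80 min at RT, pH 7.5. Remaining NADPH coupled via diaphorase/resazurin to fluorescence (540/590 nm); concentration-response curves normalized to no-enzyme control.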
USP1 inh: blocks the human USP1/UAF1 deubiquitinase complex. O94782. recombinant USP1/UAF1, Ub-Rhodamine cleavage fluorescence. Potency, µM (top dose mostly 57.1 µM), inactives show at the top dose activity change, negative = inhibition, usual class: inhibitors. 390,000 tested, 0.23% active; further: potency means the concentration at half of the fitted maximal effect; on the % scale 0 is the no-effect control and ±100 the full control effect; nearly all actives have a fitted effect of over 60% in size; inactives centre near -12
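USP1/UAF1 complex (1 nM) preincubated 15 min at room temperature with compound, then Ub-Rho substrate (150 nM final) added. Kinetic fluorescence at 480/540 nm over 6 reads at 60 s intervals; 50 mM HEPES pH 7.8, 0.5 mM EDTA, 0.1 mg/ml BSA, 1 mM TCEP, 0.01% Tween-20.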
The depositor's hits bear a star; & = joins results of further samples; [ ] = another dose, or the depositor's remark. Unless noted, the call rests on the fitted dose curve; in most records, active means well fitted curve in the direction sought with a large enough effect; inconclusive means small, poorly fitted or top-dose-only effect, or another doubt; inactive means no such curve, though single readings can be large; an effect the other way counts as inactive or inconclusive. A portion of the library; rates above refer to the full screens.

`COc1ccc(C(=O)C/C(=C\C(=O)c2ccc(C)cc2)c2ccccc2)cc1` gave GRP78 ERSR act -1.9%, Vif-A3G inh 2.2%, RXFP1 agonist 3.3%, PI4K2A inh 21.8, TrxR1 substrate -6.7%, LDHA inh 0.1, Vif-A3F inh -17.6%, IDH1 R132H inh 3.8% and USP1 inh -21.3%.
`COc1cccc(N2C(=O)CC(N3CCN(C(=O)c4ccco4)CC3)C2=O)c1` (stereo not drawn) gave GRP78 ERSR act -3.5%, Vif-A3G inh 0.0%, RXFP1 agonist -1.7%, PI4K2A inh 0.1, TrxR1 substrate 22.9%[57.1 µM], LDHA inh -0.7, Vif-A3F inh -2.2%, IDH1 R132H inh 2.0% and USP1 inh -8.5%.
O=C(CN1C=NS(=O)(=O)c2ccc(C(F)(F)F)cc21)Nc1cccc(C(F)(F)F)c1 was read as GRP78 ERSR act 1.4%, Vif-A3G inh 1.1%, RXFP1 agonist 2.5%, PI4K2A inh -0.7, TrxR1 substrate 0.8%[57.1 µM], LDHA inh -2.4, Vif-A3F inh -9.3%, IDH1 R132H inh 4.1% and USP1 inh -22.1%.
O=C(NCCc1ccco1)C(=O)NCC1OCCCN1S(=O)(=O)c1cc(F)ccc1F (stereo not drawn) was read as GRP78 ERSR act -4.7%, Vif-A3G inh 1.4%, RXFP1 agonist 1.0%, PI4K2A inh -3.6, TrxR1 substrate -10.3%, LDHA inh -1.4, Vif-A3F inh 6.0%, IDH1 R132H inh 2.6% and USP1 inh -8.6%.
Screening C[C@@]12C(=O)Nc3ccc(Br)cc3C(=O)N1[C@H]1c3ccccc3OC[C@@H]1[C@@H]2c1ccccc1 returned GRP78 ERSR act -2.6%, Vif-A3G inh 1.3%, PI4K2A inh 1.2, TrxR1 substrate 6.9%[57.1 µM], LDHA inh -11.8, Vif-A3F inh -8.0%, IDH1 R132H inh -10.2% and USP1 inh -26.3%.
`CNC(=S)Nc1cccc([N+](=O)[O-])c1` gave GRP78 ERSR act -3.3%, Vif-A3G inh -0.8%, RXFP1 agonist 2.7%, PI4K2A inh 0.1, TrxR1 substrate -5.4%, LDHA inh -9.5, Vif-A3F inh 13.4%, IDH1 R132H inh -3.3% and USP1 inh -2.4%.
`CN(c1ccccc1)S(=O)(=O)c1ccc(C(=O)NCCc2ccc(F)cc2)cc1` gave GRP78 ERSR act -3.8%, Vif-A3G inh 2.9%, RXFP1 agonist 4.1%, PI4K2A inh 2.4, TrxR1 substrate 3.4%[0.457 µM], LDHA inh -12.4, Vif-A3F inh 8.3%, IDH1 R132H inh 2.0% and USP1 inh inconclusive.
Screening Cn1c(=O)[nH]c(NC2CCCCC2)c([N+](=O)[O-])c1=O returned GRP78 ERSR act -1.9%, Vif-A3G inh 0.6%, RXFP1 agonist -0.6%, PI4K2A inh 4.1, TrxR1 substrate -10.5%, LDHA inh -3.0, Vif-A3F inh 2.8%, IDH1 R132H inh 2.3% and USP1 inh -11.6%.
For Cc1csc(NC(=O)C2CCCN(S(=O)(=O)c3ccc4c(c3)oc(=O)n4C)C2)n1 (stereo not drawn) the results were GRP78 ERSR act -3.4%, Vif-A3G inh -0.3%, RXFP1 agonist -0.8%, PI4K2A inh 0.6, TrxR1 substrate -0.6%, LDHA inh -1.8, Vif-A3F inh -5.1%, IDH1 R132H inh -5.4% and USP1 inh -23.5%.
For S=c1[nH]nc(COc2ccccc2)n1/N=C/c1cccc(Br)c1 the results were GRP78 ERSR act -5.4%, Vif-A3G inh -0.7%, RXFP1 agonist -2.7%, PI4K2A inh -1.1, TrxR1 substrate -4.5%, LDHA inh -13.0, Vif-A3F inh -2.4%, IDH1 R132H inh 7.8% and USP1 inh -18.5%.
`COc1ccc(C2=NS(=O)(=O)N(C)C(C(=O)Nc3ccc(C(C)=O)cc3)=C2)cc1OC` gave GRP78 ERSR act -3.9%, Vif-A3G inh -8.3%, RXFP1 agonist 4.5%, PI4K2A inh 2.0, TrxR1 substrate -5.3%, LDHA inh -1.8, Vif-A3F inh 1.4%, IDH1 R132H inh -6.9% and USP1 inh inconclusive.
For COC(=O)c1cc2c(ccn2-c2ccc(F)cc2)n1CC(=O)C(C)(C)C the results were GRP78 ERSR act -3.1%, Vif-A3G inh 0.8%, RXFP1 agonist 0.8%, PI4K2A inh -2.0, TrxR1 substrate 0.1%, LDHA inh -11.3, Vif-A3F inh 0.7%, IDH1 R132H inh -7.7% and USP1 inh -8.1%.

The final 2 entries of the section before come first, to join the parts.
`COc1ccc(C2=NS(=O)(=O)N(C)C(C(=O)Nc3ccc(C(C)=O)cc3)=C2)cc1OC` gave GRP78 ERSR act -3.9%, Vif-A3G inh -8.3%, RXFP1 agonist 4.5%, PI4K2A inh 2.0, TrxR1 substrate -5.3%, LDHA inh -1.8, Vif-A3F inh 1.4%, IDH1 R132H inh -6.9% and USP1 inh inconclusive.
For COC(=O)c1cc2c(ccn2-c2ccc(F)cc2)n1CC(=O)C(C)(C)C the results were GRP78 ERSR act -3.1%, Vif-A3G inh 0.8%, RXFP1 agonist 0.8%, PI4K2A inh -2.0, TrxR1 substrate 0.1%, LDHA inh -11.3, Vif-A3F inh 0.7%, IDH1 R132H inh -7.7% and USP1 inh -8.1%.
`CC(=O)C1=C(O)C(=O)N(Cc2ccccc2)C1c1ccc(Cl)cc1` (stereo not drawn) gave GRP78 ERSR act -2.6%, Vif-A3G inh 1.4%, RXFP1 agonist 19.5%, PI4K2A inh 2.5, TrxR1 substrate -10.4%, LDHA inh -8.8, Vif-A3F inh -1.3%, IDH1 R132H inh -10.4% and USP1 inh -13.1%.
Screening CC1CN(c2nc(-c3ccc(Br)cc3)nnc2-c2ccccc2)CC(C)N1 (stereo not drawn) returned GRP78 ERSR act 0.8%, Vif-A3G inh -1.5%, RXFP1 agonist -1.4%, PI4K2A inh -0.4, TrxR1 substrate 5.4%, LDHA inh -1.7, Vif-A3F inh -7.8%, IDH1 R132H inh 1.0% and USP1 inh -1.0%.
`CCN(CC)CCNC(=O)c1cc2c(-c3cccc(OC)c3)nn(C)c2s1` gave GRP78 ERSR act -7.2%&-3.6%, Vif-A3G inh 7.5%&8.7%, RXFP1 agonist 0.2%&6.2%, PI4K2A inh 1.5&1.4, TrxR1 substrate 55.0%&35.4%[activator], LDHA inh -6.8&-8.3, Vif-A3F inh 19.7%&-11.9%, IDH1 R132H inh -8.3%&6.7% and USP1 inh -27.4%&-19.3%.
COc1cc(O)c(C(CCN2CCOCC2)c2ccc(N(C)C)cc2)c(OC)c1 (stereo not drawn) was read as GRP78 ERSR act -3.8%&-0.6%, Vif-A3G inh 2.3%&0.0%, RXFP1 agonist -36.5%[inhibitor], PI4K2A inh -3.0, TrxR1 substrate -3.6%&-4.7%, LDHA inh 11.0, Vif-A3F inh -7.1%, IDH1 R132H inh 0.8%[38.3 µM] and USP1 inh -24.8%.
`COCCN1C(=O)c2ccc(C(=O)Nc3nccs3)cc2C1=O` gave GRP78 ERSR act 0.4%, Vif-A3G inh 0.3%, RXFP1 agonist 0.1%, PI4K2A inh -0.2, TrxR1 substrate -0.5%, LDHA inh -1.8, Vif-A3F inh -2.5%, IDH1 R132H inh -1.3% and USP1 inh 14.3%.
O=C(Nc1ccc2c(c1)OCO2)c1ccc2c(c1)OCO2 was read as GRP78 ERSR act -11.5%, Vif-A3G inh 0.7%, RXFP1 agonist 2.2%, PI4K2A inh -17.4, TrxR1 substrate -7.8%, LDHA inh 5.5, Vif-A3F inh 3.1%, IDH1 R132H inh 7.7% and USP1 inh -2.8%.
CC(=O)N(C1=C(O)c2ccccc2C(=O)C1=O)C1CCCCC1 was read as GRP78 ERSR act -3.4%, Vif-A3G inh 0.7%, RXFP1 agonist 3.4%, PI4K2A inh -11.5, TrxR1 substrate -9.4%, LDHA inh -0.3, Vif-A3F inh -0.2%, IDH1 R132H inh 3.4% and USP1 inh 3.7%.
O=C(CN(C(=O)CCC(=O)Nc1ccccn1)c1cccc(F)c1)NCc1ccco1 was read as GRP78 ERSR act -3.2%, Vif-A3G inh 1.6%, RXFP1 agonist 0.6%, PI4K2A inh -2.1, TrxR1 substrate -4.1%, LDHA inh -4.5, Vif-A3F inh -1.3%, IDH1 R132H inh -6.0% and USP1 inh -26.1%.
For CCOC(=O)c1c(Oc2ccc(C(C)=O)cc2)nnc(-c2ccccc2)c1-c1ccccc1 the results were GRP78 ERSR act -2.7%, Vif-A3G inh 4.9%, RXFP1 agonist 0.2%, PI4K2A inh 3.3, TrxR1 substrate -2.1%, LDHA inh 2.7, Vif-A3F inh -0.2%, IDH1 R132H inh -6.6% and USP1 inh -6.7%.
Cc1cc(C)cc(OCc2ccc(C(=O)N3N=C(C(F)F)CC3(O)C(F)F)o2)c1 (stereo not drawn) was read as GRP78 ERSR act -2.6%, Vif-A3G inh -13.5%, RXFP1 agonist -0.5%, PI4K2A inh -4.3, TrxR1 substrate -10.2%, LDHA inh -2.1, Vif-A3F inh -6.5%, IDH1 R132H inh -0.4% and USP1 inh -4.2%.
`COCCn1cnc2c1c(=O)n(Cc1ccccc1C#N)c(=O)n2Cc1ccccc1` gave GRP78 ERSR act -3.7%, Vif-A3G inh 0.4%, RXFP1 agonist 1.6%, PI4K2A inh -1.2, TrxR1 substrate 2.0%, LDHA inh -6.3, Vif-A3F inh -6.4%, IDH1 R132H inh -9.9% and USP1 inh -6.0%.
